Source: PubChem BioAssay
hERG protect = compounds protecting human hERG from proarrhythmic drug block; CHO-hERG, FluxOR thallium flux, dofetilide IC70 present; AID 1511; actives 0.51% (n = 310,000); Q12809; activation (rescue from dofetilide block), less the hit threshold, % at 10 µM;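 active means activation above the mean of controls blocked by dofetilide plus 5 SD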;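 further: thallium influx through hERG after potassium depolarization seen as dye fluorescence rise; in these data hits start at about 4.7%; inactives centre near -7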
KCNQ1 inh = inhibitors of human KCNQ1 potassium channel; CHO-K1 KCNQ1, FluxOR thallium flux fluorescence; stronger effect = higher value; B-score at 10 µM; P51787; actives 1.3% (n = 310,000);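 active means compounds whose thallium flux B-score, printed positive for inhibition, exceeds three library SD while starting fluorescence stays within three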;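 further: channel opened by potassium depolarization with thallium stimulus after 20 min compound exposure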
GSK3beta inhib = blocks human GSK3beta kinase activity; activity score (negative = inhibition), % at 10 µM; P49841; actives 0.038% (n = 300,000); GST-GSK3beta kinase, ADP-Glo luminescence, 60 min; stronger effect = lower value;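 active means more than half of replicate wells score below -50%, meaning over 50% inhibition versus plate controls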;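 further: 0% = median DMSO wells and -100% = median GW8510 positive control wells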
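Test system – GST-tagged human GSK3beta kinase, cell-free · Incubation – 60 min enzyme reaction, room temperature · Signal – ADP-Glo luminescence · Also added – peptide substrate and ATP at 25 µM · Controls – DMSO neutral wells and GW8510 at 20 µM as positive · Buffer or medium – Tris/MgCl2 kinase buffer · Measure – Luminescence-derived activity versus plate DMSO and GW8510 wells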
KCNQ1 pot = human KCNQ1 channel potentiation or activation; AID 2648; B-score at 10 µM; actives 0.35% (n = 310,000); CHO-K1 KCNQ1, thallium flux FluxOR fluorescence; stronger effect = higher value; P51787;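 active means fluorescence ratio B-score, a plate-corrected score, at least three library SD, with initial intensity B-score within 5 SD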
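Test system: CHO-K1 cells stably expressing KCNQ1 / Medium: assay buffer / Also added: depolarizing K+/Tl+ stimulus, K2SO4 and Tl2SO4 each 12.5 mM in 5x stock / Incubation: 90 min dye loading and 20 min compound exposure, both at room temperature / Signal: thallium influx via FluxOR fluorescence, kinetic imaging / Evaluation: B score of baseline-normalized fluorescence ratio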
KCNK3 inh = human KCNK3 channel inhibition, primary screen; actives 0.84% (n = 340,000); CHO-KCNK3 thallium flux, FluxOR fluorescence; stronger effect = lower value; O14649; B-score at 10 µM; AID 602410;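 active means B-score under library mean minus 4 SD, starting fluorescence ratio at most library mean plus 5 SD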;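 further: more negative B-score means stronger inhibition of thallium flux through KCNK3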
Target sequence (O14649 whole entry, looked up): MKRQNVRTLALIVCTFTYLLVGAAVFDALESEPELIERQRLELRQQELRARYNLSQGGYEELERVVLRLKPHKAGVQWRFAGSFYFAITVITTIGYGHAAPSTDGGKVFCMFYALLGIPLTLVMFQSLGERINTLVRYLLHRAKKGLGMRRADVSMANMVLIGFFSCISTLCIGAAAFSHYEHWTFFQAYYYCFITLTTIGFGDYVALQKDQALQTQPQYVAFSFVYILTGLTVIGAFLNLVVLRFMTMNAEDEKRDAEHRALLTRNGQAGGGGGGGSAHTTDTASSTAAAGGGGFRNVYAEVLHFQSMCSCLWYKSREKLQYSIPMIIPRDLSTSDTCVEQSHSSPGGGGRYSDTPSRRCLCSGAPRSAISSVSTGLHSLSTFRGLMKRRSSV
GSK3A inh = blocks human GSK-3 alpha kinase; actives 0.1% (n = 320,000); P49840; ADP-Glo luminescence, 60 min; inhibition, % at 10 µM;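 in the data active means inhibition above about 50%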;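 further: GST-tagged GSK-3 alpha with peptide substrate and 25 µM ATP; 0% = DMSO neutral wells and 100% = GW8510 positive control wells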
Target sequence (P49840 whole entry, looked up): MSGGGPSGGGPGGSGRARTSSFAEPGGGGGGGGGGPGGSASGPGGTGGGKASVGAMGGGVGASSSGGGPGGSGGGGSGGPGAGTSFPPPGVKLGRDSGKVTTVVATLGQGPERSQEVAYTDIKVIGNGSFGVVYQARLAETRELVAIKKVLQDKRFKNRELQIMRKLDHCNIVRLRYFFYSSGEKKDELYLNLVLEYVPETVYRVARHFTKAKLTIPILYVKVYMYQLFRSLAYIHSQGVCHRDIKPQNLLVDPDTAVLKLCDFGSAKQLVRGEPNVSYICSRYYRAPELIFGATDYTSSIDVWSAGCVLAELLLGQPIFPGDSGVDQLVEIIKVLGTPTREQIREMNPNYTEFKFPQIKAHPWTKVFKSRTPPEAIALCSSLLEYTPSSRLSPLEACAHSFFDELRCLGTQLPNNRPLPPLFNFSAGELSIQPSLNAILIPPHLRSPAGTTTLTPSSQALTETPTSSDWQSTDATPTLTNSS
KCNK9 inh = human KCNK9 channel inhibition. HEK293 KCNK9, FluxOR thallium flux fluorescence; stronger effect = lower value. AID 488922. actives 1.2% (n = 310,000). B-score at 10 µM. Q9NPC2;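 active means ratio B-score over 3 SD below the library mean, with starting fluorescence within 5 SD of its mean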;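 further: negative B-score means less thallium flux so channel inhibition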
PolyA inhibitor = blocks polyadenylation in yeast reporter cells | S. cerevisiae SKY197-pL101 polyadenylation reporter, beta-gal luminescence; efflux-impaired pdr1/pdr3 knockout yeast; score 100 = 6 SD above DMSO | calls only at 12 µM | actives 0.02% (n = 300,000);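 active means lowest replicate activity score at least 50, where 100 means six control SD above control mean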;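 further: yeast exposed to compound for 9 h at 30 °C; higher score means more reporter readthrough which indicates perturbed polyadenylation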
RGS4 pot = RGS4 potentiation or activation; B-score at 10 µM; actives 0.92% (n = 310,000); HEK293 M3R/inducible RGS4, carbachol calcium flux Fluo4; stronger effect = lower value;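 active means B-score of the integrated calcium signal more than 4 SD below the library mean, with starting fluorescence not abnormally high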;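 further: negative B-score means reduced calcium response which marks RGS4 activation or potentiation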
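Also added: carbachol at ECmax as muscarinic agonist stimulus; Assay system: HEK293 cells with stable M3R and inducible RGS4; Timing: overnight RGS4 induction, 30 min dye load 37 °C, 20 min compound RT; Measured by: Fluo4-AM (2 µM) calcium-flux fluorescence, kinetic read.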
DYRK1A inh = blocks rat Dyrk1A kinase activity; actives 0.43% (n = 310,000); AID 504441; Q63470; inhibition, % at 12.5 µM; ADP-Glo luminescence, NFATc1 peptide; in the data active means inhibition above about 50%;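 further: plate controls were vehicle with enzyme for no effect and no enzyme for full effect; many of its hits are not listed in these tables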
RGS4 block = inhibitors of human RGS4 | P49798 | HEK293 M3R/RGS4 inducible, Fluo-4 calcium flux; stronger effect = higher value; triggered by carbachol at its EC20 | B-score at 10 µM | actives 0.45% (n = 310,000) | AID 463165;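 active means B-score, a plate-corrected calcium signal, over three deviations above library mean, with baseline fluorescence within five deviations of library mean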;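 further: RGS4 expression induced by doxycycline in cells with stable M3 receptor; B-score is computed from the integrated fluorescence ratio over baseline after carbachol; higher B-score means a larger calcium signal and so more RGS4 inhibition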
Target sequence (P49798 whole entry, looked up): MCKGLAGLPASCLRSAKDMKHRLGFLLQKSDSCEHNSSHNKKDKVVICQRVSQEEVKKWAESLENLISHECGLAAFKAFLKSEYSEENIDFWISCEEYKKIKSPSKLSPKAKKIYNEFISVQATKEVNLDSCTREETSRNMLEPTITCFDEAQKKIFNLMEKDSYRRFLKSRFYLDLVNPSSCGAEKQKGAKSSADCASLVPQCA
* marks the source's active call; other numbers are inactive results; i = inactive; nt = no result given. Only part of the results is shown; the hit share may differ from the screen's.

Every second line gives: hERG protect	KCNQ1 inh	GSK3beta inhib	KCNQ1 pot	KCNK3 inh	GSK3A inh	KCNK9 inh	PolyA inhibitor	RGS4 pot	DYRK1A inh	RGS4 block
> CCCC(=O)Nc1ccc(C(=O)Nc2nnc(COC)s2)cc1
  -12	i	-4	i	i	0	i	i	i	-6	i
> O=C(N/N=C/c1ccccc1Cl)c1cccc(F)c1
  -10	i	-3	i	i	-2	i	i	i	-16	i
> Cc1cc(C)cc(NC(=O)CCNS(=O)(=O)c2cc(Br)cnc2N)c1
  -5	i	1	i	i	-3	i	i	i	1	i
> NNC(=O)C1=NOC(CNc2ncc(C(F)(F)F)cc2Cl)C1 (configuration not stated)
  -5	i	0	i	i	-2	i	i	i	-2	i
> Cc1ccc(S(=O)(=O)NN=C2C3CC4CC(C3)CC2C4)cc1[N+](=O)[O-]
  -14	i	3	i	i	-1	i	i	i	0	i
> O=C(N/N=C/c1sc(N2CCOCC2)nc1-c1ccccc1)c1cccc(S(=O)(=O)N2CCCC2)c1
  -9	6*	2	i	i	nt	i	i	i	8	i
> CC1N=C(N)C(c2nc3ccccc3n2C)=C1O (configuration not stated)
  -9	i	-2	i	i	nt	i	i	i	2	i
> C/C(=N\NC(=O)c1cc(-c2ccc(O)cc2)nc2ccccc12)c1cccnc1
  -13	i	-1	i	i	0	i	i	i	3	i
> Cc1cc(OCCOCCNCc2ccccc2)ccc1C(C)C
  -17	i	-6	i	i	-2	i	i	i	7	i
> Cc1cccc(C)c1NC(=O)COC(=O)c1cc(-c2cccnc2)nc2ccccc12
  -6	i	-2	i	i	-2	i	i	i	1	i
> O=C(NC(=S)NNC(=O)c1ccccc1[N+](=O)[O-])c1ccc(Br)cc1
  -7	i	-1	i	i	-3	i	i	i	8	i
> Cc1cc2nc(CSc3ccc(Cl)cc3)cc(=O)n2[nH]1
  -4	i	5	i	i	-4	i	i	i	-4	i
> Cc1cccc(N2CCN(C(=O)CCNS(=O)(=O)c3ccc4c(c3)oc(=O)n4C)CC2)c1C
  -9	i	1	i	i	-2	i	i	i	2	i
> Cc1ccc(CNC(=O)CSc2ncc(C(=O)Nc3ccccc3)c(=O)n2C)cc1
  -10	i	-5	i	i	-2	i	i	i	-7	i
> Cc1ccc(C(=O)N/N=C\c2ccncc2)s1
  -13	i	-7	i	i	7	i	i	i	26	i
> S=C1NCCOCCOCCOCCN1
  -4	i	1	i	i	2	i	i	i	-10	i
> CCc1ccc(-c2nc(CSCC(=O)NCc3ccco3)c(C)o2)cc1
  -13	i	0	i	i	nt	i	i	i	-8	i
> COc1ccc(-c2nc(Cn3c(SCc4ccccc4F)nc4ccncc43)c(C)o2)cc1
  -8	i	2	i	i	-1	i	i	i	6	i
> CC(=O)N1CCc2c(sc(NC(=O)CN3C(=O)CCC3=O)c2C(N)=O)C1
  -16	i	-79*	i	i	93*	i	i	i	28	i
> Cc1cc(C)nc(-n2nc(C)cc2NC(=O)CN2CCc3ccccc3C2)n1
  -11	i	0	i	i	-4	i	i	i	3	i
> Cc1ccc(N2CC(C(=O)Nc3nccs3)CC2=O)cc1 (configuration not stated)
  -5	i	-2	i	i	8	i	i	i	3	i
> CCCN1C(=O)/C(=N\OCC(=O)NCC(F)(F)F)c2ccccc21
  -8	i	0	i	i	1	i	i	i	-3	i
> CCOc1ccc(/C(O)=C2/C(=O)C(=O)N(c3ncccn3)C2c2ccccc2)cc1 (configuration not stated)
  -9	i	0	i	i	-2	i	i	i	-59	i
> Cc1cc2nc(-c3ccc(SCC(=O)Nc4ccc5c(c4)OCCO5)nc3)[nH]c2cc1C
  -8	i	-2	i	i	-4	i	i	i	-2	i
> Cc1onc(-c2ccccc2)c1C(=O)Nc1cccnc1
  -6	i	3	i	i	1	i	i	i	6	i
> Cc1ccc(C)n1-c1nn(S(=O)(=O)c2cccc3cccnc23)c2cccc(F)c12
  -7	i	2	i	i	6	i	i	i	9	i
> CCOC(=O)c1ccc2c(c1)nc(SC/C(O)=C(\C#N)c1nc3ccccc3[nH]1)n2CC
  -8	i	0	i	i	1	i	i	i	0	i
> COc1ccc(CCNC(=O)C2CCCN(S(=O)(=O)c3ccccc3)C2)cc1 (configuration not stated)
  -13	i	-1	i	i	-2	i	i	i	-6	i
> CC(C)CCN1CCC(n2nccc2NC(=O)c2ccc3c(c2)OCO3)CC1
  -5	i	4	i	i	-1	i	i	i	2	i
> COc1ccc(OC)c(NC(=O)C2C(C(=O)O)C3(Cl)C(Cl)=C(Cl)C2(Cl)C3(Cl)Cl)c1 (configuration not stated)
  3	i	8	i	i	-7	i	i	i	-3	i
> COc1ccc(CCNC(=O)CCCCC(=O)NCCc2ccc(OC)c(OC)c2)cc1OC
  -5	i	0	i	i	0	i	i	i	4	i
> COC(=O)Nc1ccc(S(=O)(=O)NCCO)cc1
  -16	i	-1	i	i	0	i	i	i	6	i
> O=S(=O)(c1ccc(NC(=S)NCc2ccco2)cc1)N1CCCC1
  -11	i	-11	i	i	1	i	i	i	-3	i
> CCc1nnc(NC(=O)CSc2nnc(-c3ccc(S(=O)(=O)N4CCCC4)cc3)n2CC)s1
  -7	i	-3	i	i	2	i	i	i	-5	i
> Cc1csc(=O)n1CCC(=O)OCC(=O)NNC(=O)c1ccccc1
  -9	i	1	i	i	2	i	i	i	3	i
> Cc1ccccc1NC(=O)/C(=C/c1ccccc1)c1ccccc1
  -7	i	3	i	i	-1	i	i	i	1	i
> Cc1cc(C)n(CC2CC(=O)N(c3ccc(Cl)c(Cl)c3)C2=O)n1 (configuration not stated)
  -10	i	1	i	i	-2	i	i	i	-1	i
> CCN(CC)CCNC(=O)c1ccc(NC(=O)C2CCN(c3ncnc4sc(C)c(C)c34)CC2)cc1
  -9	i	3	i	i	53*	i	i	i	32	i
> CC1CCN(C(=O)CSc2nc(=O)n3ccccc3n2)CC1
  -12	i	5	i	i	-3	i	i	i	0	i
> COc1ccc(OC)c(NC(=O)c2cc3c(=O)n4ccccc4nc3n2C)c1
  -5	i	1	i	i	-1	i	i	i	nt	i

Four consecutive compounds out of the list so far, for reference:
Every second line gives: hERG protect	KCNQ1 inh	GSK3beta inhib	KCNQ1 pot	KCNK3 inh	GSK3A inh	KCNK9 inh	PolyA inhibitor	RGS4 pot	DYRK1A inh	RGS4 block
> Cc1ccc(C(=O)N/N=C\c2ccncc2)s1
  -13	i	-7	i	i	7	i	i	i	26	i
> S=C1NCCOCCOCCOCCN1
  -4	i	1	i	i	2	i	i	i	-10	i
> CCc1ccc(-c2nc(CSCC(=O)NCc3ccco3)c(C)o2)cc1
  -13	i	0	i	i	nt	i	i	i	-8	i
> COc1ccc(-c2nc(Cn3c(SCc4ccccc4F)nc4ccncc43)c(C)o2)cc1
  -8	i	2	i	i	-1	i	i	i	6	i

The results go on.
Every second line gives: hERG protect	KCNQ1 inh	GSK3beta inhib	KCNQ1 pot	KCNK3 inh	GSK3A inh	KCNK9 inh	PolyA inhibitor	RGS4 pot	DYRK1A inh	RGS4 block
> CSc1cc(-c2ccccc2)n(Cc2c(Cl)cccc2Cl)c(=O)c1C#N
  -9	i	-2	i	i	-2	i	i	i	-11	i
> O=C(Cc1ccccc1)c1nc2ccccc2s1
  -2	i	0	i	i	-2	i	i	i	-3	i
> CCc1ccc(C(=O)OCC(=O)NC2CCCC2)cc1
  -4	i	2	i	i	0	i	i	i	-2	i
> COc1ccc(C2SCC(C(=O)O)N2C(C)=O)cc1 (configuration not stated)
  -8	i	-5	i	i	3	i	i	i	1	i
> COc1ccc(N(C(=O)c2cccc(OC)c2OC)C2C=CS(=O)(=O)C2)cc1 (configuration not stated)
  -4	i	0	i	i	1	i	i	i	nt	i
> C#CCOCCOCCOCCNc1nc(N2CCN(C(=O)[C@H](Cc3ccc(O)cc3)n3cc([C@@H](N)CC(C)C)nn3)CC2)nc(N2CCN(C(=O)[C@H](Cc3cc4ccccc4[nH]3)n3cc([C@@H](N)CC(C)C)nn3)CC2)n1
  -12	i	3	i	nt	0	i	i	i	nt	i
> COCCNC(=O)c1cccc(OC2CCN(Cc3ccc(C(=O)OC)cc3)CC2)c1
  2	i	-1	i	i	4	i	i	i	12	i
> O=C(O)c1cccc(-c2ccc(/C=N/Nc3ccc([N+](=O)[O-])cc3)o2)c1
  -11	i	-2	i	i	13	i	i	i	60*	i
> COCCC(=O)N1CCC(Oc2ccc(C(=O)N(C)C3CCCCC3)cc2)CC1
  -3	i	1	i	i	nt	i	i	i	nt	i
> C=C(C)CSc1nc2nc(C)c(Br)cc2[nH]1
  -12	i	-4	i	i	-2	i	i	i	6	i
> O=C(CSc1nnc(COc2ccc3c(c2)CCCC3)o1)Nc1ccc(F)cc1
  -3	i	15	i	i	-4	i	i	i	-2	i
> COC(=O)c1ccc2nc(C)cc(Nc3ccc(N(C)C)cc3)c2c1
  -17	i	-6	i	i	4	i	i	i	13	i
> O=C(/C=C/c1ccc(F)cc1)NC(=S)N1CCN(c2ccccn2)CC1
  -9	i	2	i	i	-1	i	i	i	-5	i
> O=[N+]([O-])c1cc(C(F)(F)F)ccc1NN=C1CCCC1
  -13	i	-3	i	i	0	i	i	i	-3	i
> O=C(NCCCl)Nc1ccc(Cl)c([N+](=O)[O-])c1
  -15	10*	-3	i	i	-1	i	i	i	-2	i
> COc1cc2sc3ccc(-c4ccc(N(C)C)nc4)cc3c(=O)c2cc1OC
  -16	i	4	i	nt	6	i	i	i	nt	i
> COc1ccc(S(=O)(=O)NCC2CCCN(C(=O)CSC)C2)cc1 (configuration not stated)
  -6	i	2	i	i	-1	i	i	i	0	i
> Cc1ccc(-c2cc(C(F)F)nc(N3CCC(C)CC3)n2)cc1
  -13	i	0	i	i	5	i	i	i	-6	i
